Compound activity as filed in PubChem.
NPY2 pot ag: potentiators or agonists of human neuropeptide Y receptor Y2 | 220,000 compounds, 0.45% hits | cells expressing NPY-Y2, potentiator/agonist read-out | activation, % at 3.6 µM; in the data active = activation above about 27%;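 also: cells stimulated with NPY near EC25 plus isoproterenol at EC100; 0% = vehicle plus submaximal agonist and 100% = vehicle plus saturating agonist; some results beyond the cut were filed as inactive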
p97 ATPase inh: human p97 ATPase inhibition; P55072; recombinant p97 ATPase, Kinase-Glo ATP luminescence, 3 h; inhibition, % at 8 µM; 220,000 compounds, 0.42% hits; AID 1481; in the data active = inhibition above about 15%;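 also: 0% = DMSO vehicle and 100% = wells lacking enzyme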
Target sequence (P55072 whole entry, looked up): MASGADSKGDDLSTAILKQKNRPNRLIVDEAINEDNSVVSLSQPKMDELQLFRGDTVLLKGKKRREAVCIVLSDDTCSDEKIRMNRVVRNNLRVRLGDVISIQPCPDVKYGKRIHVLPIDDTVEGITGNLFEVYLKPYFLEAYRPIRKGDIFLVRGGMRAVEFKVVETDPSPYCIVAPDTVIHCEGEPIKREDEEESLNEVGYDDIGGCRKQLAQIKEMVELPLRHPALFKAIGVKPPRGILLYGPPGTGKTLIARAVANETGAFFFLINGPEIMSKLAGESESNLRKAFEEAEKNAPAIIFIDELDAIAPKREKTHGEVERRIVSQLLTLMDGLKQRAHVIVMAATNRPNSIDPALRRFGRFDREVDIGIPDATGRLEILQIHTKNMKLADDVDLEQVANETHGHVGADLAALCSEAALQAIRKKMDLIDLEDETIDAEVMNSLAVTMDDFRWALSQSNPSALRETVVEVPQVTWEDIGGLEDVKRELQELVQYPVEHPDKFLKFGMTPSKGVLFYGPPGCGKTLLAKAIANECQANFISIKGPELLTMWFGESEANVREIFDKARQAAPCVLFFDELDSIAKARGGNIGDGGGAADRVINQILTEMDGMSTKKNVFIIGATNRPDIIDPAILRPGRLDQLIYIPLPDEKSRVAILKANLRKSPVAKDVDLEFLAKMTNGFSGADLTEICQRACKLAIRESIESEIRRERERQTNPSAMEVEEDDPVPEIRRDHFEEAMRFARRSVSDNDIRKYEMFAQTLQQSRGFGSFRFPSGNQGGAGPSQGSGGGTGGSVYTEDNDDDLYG
NPY Y1 blocker: blocks the human neuropeptide Y Y1 receptor; P25929; HEK293-CNG Y1 cells, membrane potential fluorescence; NPY at EC95, then isoproterenol; inhibition, % at 3.6 µM; 200,000 compounds, 1% hits; AID 1040;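 active = inhibition above the campaign mean inhibition of all tested compounds plus 3 SD, cut at about 20% in these data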;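 also: 0% = DMSO wells given NPY plus isoproterenol and 100% = isoproterenol alone without NPY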
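Assay system: HEK293 cells with Y1 receptor plus CNG channel | Probe or stimulus: NPY (25 nM), isoproterenol (1 µM), Ro 20-1724 (25 µM) | Timing: Compound incubation 1 h at room temperature, readout 45 min post-stimulation | Measured by: Membrane-potential fluorescent dye readout | Benchmarks: High control isoproterenol alone, low control NPY with isoproterenol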
Runt-CBFb FRET: inhibitors of human RUNX1 Runt domain binding to CBFb. Cerulean-Runt/Venus-CBFb FRET ratio 530/480, 1 h. Q01196+Q13951. AID 1496. 220,000 compounds, 0.46% hits. inhibition, % at 20 µM;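 active = inhibition over about 50% at 20 µM in the single-dose screen, limit read from the data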;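 also: 0% = DMSO wells and 100% = excess unlabeled CBFb competitor control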
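Buffer or medium: Tris pH 7.5 buffer with BSA. Assay system: Cerulean-labeled Runt domain protein. Amount: each fluorescent fusion protein 100 nM. Read-out basis: loss of energy transfer signal. Incubation: 1 h compound exposure, room temperature. Probe or stimulus: Venus-CBFb binding partner, 100 nM. Detection: FRET, excitation 422 nm, emission at 530 and 480 nm.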
Runt-SMMHC FRET: inhibitors of human RUNX1 Runt domain binding to CBFb-SMMHC | Q01196+Q13951 | Cerulean-Runt/Venus-CBFb-SMMHC FRET ratio 530/480, 1 h | inhibition, % at 20 µM | 220,000 compounds, 0.74% hits | AID 1434;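 active = mean inhibition across duplicate retests at 20 µM reaching about 50%, limit read from the data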;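 also: 0% = DMSO wells and 100% = wells with excess untagged CBFb-SMMHC; inhibitors lower the FRET ratio by blocking Runt binding to CBFb-SMMHC; some results filed as inactive read as strong as hits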
RBBP9 inhibitor: inhibitors of human serine hydrolase RBBP9 | 220,000 compounds, 0.2% hits | AID 1515 | inhibition, % at 7.94 µM | recombinant RBBP9, FP-Rh probe fluorescence polarization | O75884;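 active = inhibition above the campaign mean of all tested compounds plus 3 SD, cut at about 14% in these data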;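 also: plate controls were DMSO wells with RBBP9 for no effect and wells lacking RBBP9 protein for full effect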
Target sequence (O75884 whole entry, looked up): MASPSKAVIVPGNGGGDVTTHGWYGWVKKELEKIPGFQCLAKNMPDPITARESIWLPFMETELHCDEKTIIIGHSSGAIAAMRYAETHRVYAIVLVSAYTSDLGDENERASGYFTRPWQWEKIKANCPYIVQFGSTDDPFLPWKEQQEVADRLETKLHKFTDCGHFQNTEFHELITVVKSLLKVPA
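Measured by: FP readout at 525/598 nm; material: recombinant human RBBP9; also added: Serine-hydrolase probe FP-Rh, 375 nM pre-mixing; medium: Tris buffer pH 8.0, NaCl, Pluronic; replication: one well per compound; doses: one concentration, 7.94 µM nominal, 0.794% DMSO; timing: preincubation 30 min plus labeling 45 min at 25 °C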
MDM2 E3 inh: Mdm2 E3 ligase (human) inhibition | cell-based MDM2 ubiquitination luciferase reporter, 2 h; 0 = plate control, 100 = twice control, blank-subtracted | signal enhancement, % at 5 µM | 210,000 compounds, 0.11% hits;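 active = signal enhancement of 30% or more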;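 also: luminescence tracks abundance of the self-degrading MDM2-luciferase fusion protein; higher signal means inhibition of MDM2 E3 ligase activity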
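Material: Stable MDM2–luciferase fusion reporter cells | Amount: 2000 cells seeded into each well | Dosing: One concentration, 5 µM, with 0.2% DMSO | Incubation: 4 h cell settling then 2 h compound exposure, 37 °C | Measured by: Luciferase luminescence | Read-out basis: % enhancement relative to plate controls after blank subtraction | Benchmarks: Control and blank well means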
NPY1 pot ag: potentiators or agonists of human neuropeptide Y receptor Y1 | 220,000 compounds, 0.37% hits | P25929 | NPY-Y1 expressing cells, potentiator/agonist activation | activation, % at 3.6 µM; in the data active = activation above about 33%, passing the limit was not always enough;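 also: cells stimulated with NPY at EC10 then isoproterenol at EC100; 0% = low agonist plus stimulus and 100% = saturating agonist plus stimulus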
Hck-Nef inh: human Hck-Nef kinase inhibition | AID 463187 | 220,000 compounds, 0.68% hits | P08631 | Recombinant Hck-YEEI plus Nef, Z-Lyte FRET kinase assay | inhibition, % at 20 µM;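 active = Hck-Nef kinase inhibition above about 50%, limit read from the data; inactive = inhibition below that limit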;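 also: 0% = DMSO with Hck plus Nef and 100% = Hck alone without Nef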
* marks the source's active call; other numbers are inactive results; / = not tested or not shown.

SMILES	NPY2 pot ag	p97 ATPase inh	NPY Y1 blocker	Runt-CBFb FRET	Runt-SMMHC FRET	RBBP9 inhibitor	MDM2 E3 inh	NPY1 pot ag	Hck-Nef inh
Cc1[nH]n(-c2ccccc2)c(=O)c1-c1cccc(Cl)c1	-4	3	4	0	-6	-7	-7	-14	1
COc1ccc(/C=N/NC(=S)Nc2ccccc2)cc1COc1ccc(F)cc1F	-8	2	1	-5	4	-14	-18	-19	6
CCc1[nH]nc2c1C1(C(=O)N(Cc3ccccc3)c3ccccc31)C(C#N)=C(N)O2 (configuration not stated)	-11	-1	0	-2	0	-3	-19	15	4
CCCn1nnc(NC(=O)c2ccc([N+](=O)[O-])cc2Cl)n1	0	1	-1	-1	2	1	-39	16	4
CCOC(=O)c1cnn(-c2cc(C)nc3c(-c4ccc(Cl)cc4)c(C)nn23)c1N	-5	3	-3	-4	-17	-10	6	7	5
C=CCNc1nnc(C)c2ccccc12	-1	0	4	0	0	-6	-4	10	0
CCOC(=O)CSc1nnc(CNC(=O)c2ccc(OC)cc2)n1C1CCCCC1	3	-4	1	-3	-42	2	-20	-4	-1
C=C(C)c1cccc(C(C)(C)NC(=O)Nc2ccccc2OCC)c1	-10	-1	7	-1	4	-1	-8	-2	4
c1ccn(-c2ccc(-c3ccn[nH]3)cc2)c1	22	3	-2	-2	-2	1	-9	29	26
CCN(CCCCCN(C)C)Cc1cc2ccccc2o1	-7	2	13	1	5	-3	8	-56	3
CCN(C(=O)COC(=O)c1ccc(S(=O)(=O)N2CCCc3ccccc32)cc1)C1CCS(=O)(=O)C1 (configuration not stated)	2	-7	2	-6	-8	-7	-10	5	-2
CC(=O)Nc1ccc(S(=O)(=O)NC(C)C(=O)OCC(=O)NC2CCCC2)cc1 (configuration not stated)	-8	-1	2	0	5	-9	-11	22	2
Cc1occc1-c1nnc(SCC(N)=O)o1	7	2	4	-1	-2	-1	5	-17	5
CN(C)c1ccc(C=Nc2cnn(C)c2C(N)=O)cc1	21	1	-1	5	18	-5	-11	17	0
COc1ccccc1Nc1nc2ccc(C)cc2cc1C#N	-22	2	-5	-9	-72	-4	-3	-16	2
O=C1NC(=O)C(CC(=O)N(Cc2ccco2)C2(C(=O)NC3CCCC3)CCCCC2)N1 (configuration not stated)	9	-6	1	2	-6	-3	-23	-20	1
COC(=O)C1=C(C)N(C(C)c2ccccc2)C(=O)C1 (configuration not stated)	-4	4	3	1	1	-6	1	12	2
O=C(Nc1nnc(CCN2CCCCC2)s1)C1CCCCC1	9	6	5	-2	-1	9	-5	7	0
CCC1=C/C(=C/c2sc3ccccc3[n+]2CC)CC(C)(C)C1	18	4	6	/	15	-4	-11	-4	15
COc1ccc2cc1Oc1ccc(cc1)C[C@H]1c3cc(c(OC)cc3CCN1C)Oc1c(OC)c(OC)cc3c1[C@H](C2)N(C)CC3	/	/	/	1	1	/	5	/	27
COc1cc(NC(=O)C2CCCN2C(=O)OCc2ccccc2)cc(OC)c1 (configuration not stated)	8	3	-1	2	0	1	-17	-4	-2
CC1(C)Cc2nc3sc(C(=O)O)c(N)c3cc2CS1	11	-4	6	12	6	-9	-7	-7	35
COc1ccc(-c2c3c(=O)n(C)c(=O)n(C)c3cn2N2CCOCC2)cc1	-3	2	1	0	-1	0	-2	8	3
Cc1cc(-c2ccccc2)n2nc(C)c(C#N)c2n1	-1	2	0	-1	-2	-4	-10	2	9
CC(=O)Nc1ccccc1OCC(=O)N(Cc1ccccc1)C(C)C	3	-4	-4	4	0	-8	-10	5	0
O=C(CSc1nnc(-c2cccs2)n1-c1ccccc1)N1CCCC1	6	4	-1	2	-3	6	4	13	0
CCN1C(=O)/C(=C\c2cccn2-c2ccc([N+](=O)[O-])cc2)N(CC)C1=S	1	9	6	0	-11	5	/	5	3
COc1cccc(N2C(N)=NC(N)=NC2(C)C)c1	-12	3	-5	28	-5	-3	-3	-15	3
CCC(C)[C@H]1CNC(=S)N1CCc1cc(C(F)(F)F)cc(C(F)(F)F)c1 (some centres not stated)	-3	-4	8	-6	-5	-2	/	5	-1
CCOc1ccc(-n2c(-c3ccco3)n[nH]c2=S)cc1	-10	7	-9	8	46	-9	-6	7	0
O=c1c2cccnc2[nH]c(=S)n1CCC1=CCCCC1	17	2	-7	-2	0	8	6	-7	0
O=C(O)c1cccc(-c2nnn(Cc3ccccc3Cl)n2)c1	-6	2	0	-1	10	-2	-58	-8	8
S=C(c1ccc(N2CCOCC2)cc1)N1CCOCC1	0	7	-3	2	-2	0	0	-10	0
FC(F)(F)c1cnc(Oc2ccccc2-c2nnc(-c3ccc(Cl)cc3)o2)c(Cl)c1	2	13	-1	-1	0	-3	-13	12	1
CC(C)NC(=O)C(=O)NC1CCCCCC1	-15	-5	0	2	0	-11	9	-15	1
CCOC(=O)c1c(NC(=O)CCC(=O)NCc2ccco2)sc2c1CCCC2	-2	-4	2	-7	-4	-9	-3	-6	2
CCOc1ccc(NC(=O)CN2CCN(CC(=O)Nc3ccc(OC)cc3)CC2)cc1	0	-3	2	-4	2	-7	-2	8	-2
O=S(=O)(c1ccc(F)cc1)N1CCN(Cc2ccccn2)CC1	7	7	-5	0	0	0	-5	22	18
Cc1ccc(C(=O)O/N=C(/c2nonc2N)N(C)C)cc1	-4	-5	1	-1	4	-10	-6	-5	-1
COc1cccc(NC(=O)C(Sc2nnc3ccccn23)c2ccccc2)c1 (configuration not stated)	-4	4	1	-2	5	-9	-8	4	2
O=[N+]([O-])c1ccc(N=Nc2c(Cl)cc(O)cc2Cl)cc1	65*	-7	/	-2	-2	-2	-47	67*	17
Cn1cnnc1Sc1ccc(/C=C(\CCC(=O)O)c2nc3ccccc3s2)cc1[N+](=O)[O-]	-7	0	-2	1	-5	-8	-8	-5	21
COC(=O)Cc1cc(=O)n(-c2nc3ccccc3s2)[nH]1	-19	-3	-2	4	2	1	-8	-4	6
CCNC(=O)COC(=O)/C=C/c1c(C)nn(Cc2cccc(OC)c2)c1Cl	-19	5	9	-2	-2	-7	-13	-9	12
CC12CCC(C(=O)Nc3cc(F)ccc3F)(CC1=O)C2(C)C (configuration not stated)	8	0	6	2	-51	5	-8	10	-3
CCCc1cc(=O)n2[nH]c(Cc3ccccc3)nc2n1	-9	-1	5	0	3	0	0	-11	-2
CCn1c2ccccc2c2cc([N+](=O)[O-])ccc21	-5	3	2	-3	-2	-6	-11	-3	17
CCOc1ccc(CC2NCCc3cc(OCC)c(OCC)cc32)cc1OCC (configuration not stated)	-4	-6	5	-5	-6	-13	-12	-20	-3
Nc1nonc1C(=O)NC(c1ccccc1)c1ccccc1	-3	2	0	0	1	-6	2	-3	-9
O=C(C1=C[C@@H](C2CCCCC2)C[C@@H](OCCCCO)O1)N1CCN(Cc2ccc3c(c2)OCO3)CC1	-8	-1	0	26	-3	5	/	-21	4
Cc1ccc(N(Cc2cc(=O)[nH]c3ccccc23)C(=O)C(C)C)cc1	6	0	/	0	0	-3	0	5	23
CCOCCOC(=O)C1=C(C)N(C)C(=O)NC1c1cc(Cl)c(O)c(OC)c1 (configuration not stated)	4	-7	8	-1	0	2	-3	0	0
CCC(C(=O)Nc1nc(C)cs1)c1ccccc1 (configuration not stated)	-12	-3	5	1	-1	-10	2	-34	-1
Cc1sc(NC(=O)c2cccc([N+](=O)[O-])c2)c(C(N)=O)c1-c1ccc(C(C)(C)C)cc1	-5	0	1	4	-6	4	0	17	1
CC(C)(C)n1nc2c(c1NC(=O)CCCc1ccccc1)CS(=O)C2 (configuration not stated)	3	0	1	0	3	-8	-22	0	1
Cc1nn(Cc2ccccc2)c(Cl)c1C(=O)NC(C)(C)C	9	1	1	-1	0	-7	8	16	2
C=CCn1c(Cc2csc(N)n2)nnc1SCC(=O)OCC	1	0	1	1	1	7	-20	14	4
COc1ccc(CN2CCn3ncc(C(=O)Nc4cc(C)cc(C)c4)c3C2=O)cc1	-8	2	-2	-2	1	5	-3	27	3
CN(C)Cc1c(O)ccc2occ(C(O)c3ccccc3)c12 (configuration not stated)	93*	1	-20	-4	-4	0	-22	105*	4
O=c1c2c3c(sc2nc2n1CCCC2)CCCC3	8	-1	6	-2	-2	-6	-5	4	8

Next part.
SMILES	NPY2 pot ag	p97 ATPase inh	NPY Y1 blocker	Runt-CBFb FRET	Runt-SMMHC FRET	RBBP9 inhibitor	MDM2 E3 inh	NPY1 pot ag	Hck-Nef inh
Cc1cccn2c(=O)c3cc(C(=O)N4COCC4(C)C)sc3nc12	-5	3	5	4	16	-4	-5	7	46
Cc1[nH]n(-c2ccccc2)c(=O)c1C(c1ccc(O)c([N+](=O)[O-])c1)c1c(C)[nH]n(-c2ccccc2)c1=O	-13	15*	-4	/	/	7	/	5	-1
CS(=O)(=O)NN1C(=O)c2ccccc2NC12CCCC2	-7	-4	-2	6	13	-9	-7	5	-22
O=C(COc1cccc2ccccc12)N1c2ccccc2CCc2ccccc21	-6	-1	3	-4	-2	-15	-2	16	0
O=C(C[N+]1(CC#Cc2ccccc2)CCOCC1)c1ccccc1	-14	1	4	0	-1	-4	-8	-1	21
COc1ccc(CNCCc2ccc(Cl)cc2)cc1OCc1ccccc1	-14	0	7	-2	2	-8	-22	-16	5
Cc1cccc(N2CCN(C(=O)c3cccn4c(=O)c5c(C)c(C)sc5nc34)CC2)c1C	-11	1	1	-46	-5	3	2	1	-1
CCN1CSC(=S)N(Cc2ccc(OC)cc2)C1	-6	3	/	4	-3	1	-13	2	17
CCOc1ccc(NS(=O)(=O)c2cc(NC(=O)c3cccc(C)c3)ccc2Cl)cc1	-6	5	1	2	2	-38	-10	15	0
